High-throughput results: PubChem, NCI
Growth percent in the NCI-60 one-dose screen (48 h, 10 µM unless noted): 100 = growth as untreated, 0 = no growth, -100 = all killed.
MDA-MB-231: MDA-MB-231 breast cancer. 81,000 tested, 5% active. AID 1794789
MCF7: MCF7 breast cancer | 82,000 tested, 6.3% active | AID 1794796
BT-549: BT-549 breast cancer | 78,000 tested, 4.4% active
K-562: K-562 leukemia. 78,000 tested, 7.4% active
MDA-MB-435: MDA-MB-435 melanoma | 82,000 tested, 7.8% active
SR: SR leukemia cells; 73,000 tested, 8.7% active
MDA-MB-468: MDA-MB-468 breast cancer | 78,000 tested, 8.5% active
MOLT-4: MOLT-4 leukemia cells; 80,000 tested, 6.9% active; AID 1794779
The depositor's hits bear a star; / = not tested or not shown. How the source made its calls: active means growth percent below 10; inactive means the rest.

Fields – MDA-MB-231 | MCF7 | BT-549 | K-562 | MDA-MB-435 | SR | MDA-MB-468 | MOLT-4
COc1ccc(C(=O)OC2C(OC3C(O)COC(O[C@H]4C[C@H]5[C@@H]6CC=C7C[C@@H](O)CC[C@]7(C)[C@H]6CC[C@]5(C)[C@H]4[C@H](C)C(=O)CCC(C)C)C3OC(=O)C(C)C)OCC(O)C2O)cc1 (some centres undefined)
  37 | 3.2* | 15 | -30* | -1.6* | 5.6* | -2.5* | -35*
CCN1CCCC1CNC1CCN(c2cc(C)nc(N3CCCC3)n2)CC1 (centres undefined)
  102 | 92 | 108 | 90 | 108 | / | 84 | 94
NC(=O)C(c1ccc(Cl)cc1)C(C(N)=O)c1ccc(Cl)cc1 (centres undefined)
  95 | 99 | 107 | 93 | 105 | 100 | 99 | 98
COc1cc(C(O)C2C(=O)OCC2C2(c3ccc4c(c3)OCO4)SCCCS2)cc(OC)c1OC (centres undefined)
  95 | 98 | 102 | 98 | 101 | / | 92 | 94
COC(=O)c1c(C)nc(C)c2c1C(=O)C=C(NCCCCO)C2=O
  83 | 90 | 82 | 95 | 105 | 77 | 81 | 89
Cn1c(N)c(N)c(=O)n(C)c1=O
  96 | 91 | 92 | 99 | 101 | 95 | 102 | 97
Cc1[nH]n(-c2ccccc2)c(=O)c1N=Nc1cccc2c1C(=O)c1ccccc1C2=O
  85 | 88 | 103 | 114 | 101 | 99 | 90 | 111
COc1ccc(N/N=C/c2ccc3c(c2)Sc2ccccc2N3C)cc1
  84 | 32 | 96 | 4.2* | 18 | 42 | / | 39
Nc1ccc(S(=O)(=O)Nc2ccccc2C(=O)O)cc1
  106 | 102 | 94 | 99 | 110 | 110 | 113 | 103
COc1ccc(N2CCC(=O)NC2=S)cc1
  102 | 95 | 101 | 107 | 109 | 116 | 100 | 105
COc1ccc(-c2ccnc(SCc3cc4ccccc4[nH]c3=O)n2)cc1
  59 | / | 30 | 11 | 1.7* | 15 | 6.3* | 11
CC(=O)n1nc(C(=O)OCc2ccccc2)c2cc(F)c(F)cc21
  86 | 93 | 109 | 113 | 95 | 113 | 96 | 103
Cc1ccc2nnnn2c1
  108 | 88 | 162 | 103 | 97 | 93 | 100 | 90
Cc1c(C(=O)N[C@@H](Cc2ccccc2)C(=O)C(=O)NC(C)C)[nH]c2ccccc2c1=O
  109 | 95 | / | 87 | 99 | / | 98 | 94
NC(=O)c1cccc(-n2ccc3cc(NC(=O)Nc4cc(C(F)(F)F)cc(C(F)(F)F)c4)ccc32)n1
  66 | 27 | 74 | 33 | 50 | 44 | 41 | 26
O=S(=O)(Oc1ccc(-c2cn3ccsc3n2)cc1)C1CCCCC1
  114 | 89 | 109 | 70 | 91 | 55 | 87 | 80
CCOC(=O)c1cc(C=O)c[nH]1
  113 | 103 | 104 | 108 | 111 | 121 | 94 | 105
CCOC(=O)c1nn(C2CCCCO2)c2ccc(NC(=O)/C=C/c3ccccc3)cc12 (centres undefined)
  81 | 96 | 81 | 76 | 104 | 73 | 102 | 72
CCOC(=O)c1cc(C(=O)c2ccc(OC)c(OC)c2)n2c1ccc1ccc3cccnc3c12
  45 | 22 | 33 | 15 | -26* | 23 | 38 | 34
Cn1c(=O)c2[nH]c(=S)n(Cc3ccccc3)c2n(C)c1=O
  101 | 101 | 106 | 85 | 119 | 91 | 115 | 82
COc1ccc(/C(C#N)=C/c2ccccc2OC)cc1
  56 | 15 | 37 | 21 | -19* | 35 | -14* | 21
Cc1nc(NC(=O)NC2CCCCC2)sc1C(=O)NN
  98 | 105 | / | 154 | 115 | 131 | 97 | 116
COc1ccc(/C=C2\C=C(c3ccccc3)N(CCc3ccccc3)C2=O)cc1
  / | 71 | 95 | 16 | 89 | 88 | 93 | 86
Cn1cc(-c2noc(-c3cn(C)c4ncc(F)cc34)n2)c2cc(Br)ccc21
  61 | 52 | / | 87 | 72 | 37 | 61 | 71
COc1ccc(/C(C#N)=C/c2ccc(N(C)CCC#N)cc2)cc1
  75 | 81 | 67 | 36 | 33 | 37 | 22 | 53
COc1cc(-c2cc3cc(O)ccc3oc2=O)cc(OC)c1OC
  73 | 87 | 106 | 89 | 91 | 84 | 106 | 94
O=C(CSc1nnc(-c2cccs2)n1-c1ccccc1)Nc1cccc(Cl)c1
  85 | 91 | 90 | 67 | 79 | 69 | 92 | 75
CCNC(=O)CCCCC(=O)c1c(C)[nH]c(/C=C2\N=C(c3ccc[nH]3)C=C2OC)c1C
  0.7* | -17* | -36* | 51 | -18* | 46 | -23* | 80
Cc1cc(N(CCOS(C)(=O)=O)CCOS(C)(=O)=O)ccc1C=Nc1ccc(-c2nc(Cc3ccccc3)sc2C)cc1
  77 | 37 | 53 | 22 | 63 | 23 | / | 14
Cc1ccc(C2(C)OCCCO2)cc1
  101 | 96 | / | 98 | 98 | 94 | 113 | 100

Filtered by structure: the compounds so far with two or more sulfur atoms
Fields – MDA-MB-231 | MCF7 | BT-549 | K-562 | MDA-MB-435 | SR | MDA-MB-468 | MOLT-4
COc1cc(C(O)C2C(=O)OCC2C2(c3ccc4c(c3)OCO4)SCCCS2)cc(OC)c1OC (centres undefined)
  95 | 98 | 102 | 98 | 101 | / | 92 | 94
O=S(=O)(Oc1ccc(-c2cn3ccsc3n2)cc1)C1CCCCC1
  114 | 89 | 109 | 70 | 91 | 55 | 87 | 80
O=C(CSc1nnc(-c2cccs2)n1-c1ccccc1)Nc1cccc(Cl)c1
  85 | 91 | 90 | 67 | 79 | 69 | 92 | 75
Cc1cc(N(CCOS(C)(=O)=O)CCOS(C)(=O)=O)ccc1C=Nc1ccc(-c2nc(Cc3ccccc3)sc2C)cc1
  77 | 37 | 53 | 22 | 63 | 23 | / | 14

(next part)
Fields – MDA-MB-231 | MCF7 | BT-549 | K-562 | MDA-MB-435 | SR | MDA-MB-468 | MOLT-4
COc1ccc(C(=O)/C=C/c2cc(C(F)(F)F)cc(C(F)(F)F)c2)cc1S(N)(=O)=O
  -78* | -72* | -66* | 8.8* | -69* | 5.5* | -95* | 3.0*
N#Cc1c(-c2ccc(Cl)cc2Cl)nc2c(-c3ccccc3)c(Nc3ccccc3)nn2c1N
  69 | 32 | 103 | 30 | 42 | 35 | 59 | 26
COc1ccc(/C=N/NCC(=O)n2nnnc2-c2ccccc2)cc1
  94 | 79 | 82 | 36 | 87 | 62 | 52 | 82
O=[N+]([O-])c1ccc(O)c(C2CCCCC2)c1
  87 | 94 | 92 | 78 | 63 | 97 | 62 | 86
COc1ccc(-n2cc(-c3cc(OC)c(OC)c(OC)c3)n(C(C)=O)c2=O)cc1
  86 | 71 | 100 | 93 | 84 | / | / | 103
CCn1c(SCC(=O)N2CCN(c3cc4c(cc3F)c(=O)c(C(=O)O)cn4C3CC3)CC2)nnc1-c1ccc(OC)c(OC)c1
  127 | 97 | 97 | 127 | 108 | 113 | 111 | 110
NC(=S)Nc1cccc(C(F)(F)F)c1
  87 | 70 | 99 | 59 | 98 | 82 | / | 79
COc1cc(C(=O)N/N=C/C(=O)O)cc(OC)c1OC
  118 | 106 | 123 | 129 | 111 | / | 114 | 127
COCC(=O)CC(C)=O
  106 | 92 | 104 | 94 | 106 | 94 | 110 | 96
CN(CCCNC(=O)c1cccc(C(=O)O)c1)CCCNC(=O)c1cc(NC(=O)c2cc(NC(=O)c3nc(NC(=O)c4cc(NC(=O)[C@H](N)CCNC(=O)c5nc(NC(=O)c6cc(NC(=O)c7cc(NC(=O)c8sccc8Cl)cn7C)cn6C)cn5C)cn4C)cn3C)cn2C)cn1C
  119 | 98 | / | 97 | 107 | 86 | 100 | 104
O=c1oc(-c2ccccc2)nc2cc(Cl)ccc12
  104 | 97 | 97 | 103 | 101 | 95 | 97 | 92
COC(=O)Nc1c[nH]c(=O)[nH]c1=O
  112 | 98 | 100 | 106 | 105 | 106 | 114 | 105
CSc1nsc(SC)c1-c1ccc(Cl)cc1
  91 | 91 | 94 | 96 | 107 | 99 | 108 | 99
COc1cc(/C=C/C(=O)c2cccc(-n3cc(-c4cc(OC)c(OC)c(OC)c4)[nH]c3=O)c2)cc(OC)c1OC
  35 | -5.0* | -2.1* | 0.1* | 3.2* | -13* | 28 | -16*
O=C(/C=C/c1c[nH]c2ccccc12)c1ccc(O)c(CN2CCOCC2)c1
  104 | 108 | 107 | 87 | 108 | / | 102 | 85
CC(C)(C)CC(C)(C)NCc1cc(C(C)(C)C)cc(CNC(C)(C)CC(C)(C)C)c1O
  23 | 32 | / | 3.1* | 82 | 1.2* | 36 | 30
COc1ccc(CNc2nc3nc[nH]c3c(=O)n2C)cc1OC
  94 | 103 | 95 | 102 | 96 | / | 98 | 107
CC(=O)Nc1ccc(CC[C@H]2CCC/C=C/[C@@H]3C[C@H](O)C[C@H]3[C@H](O)/C=C/C(=O)O2)cc1
  -88* | -15* | 28 | 15 | 15 | 3.9* | -24* | -6.8*
O=c1[nH]cnc2ccccc12
  119 | 112 | 133 | 94 | 107 | / | 110 | 97
Cc1ccccc1NC(=O)C(=O)C(C1OC(=O)c2ccccc21)[N+](=O)[O-] (centres undefined)
  103 | 103 | 99 | 88 | 116 | 97 | 117 | 94
Cc1cc(C)c(-c2cc(O)c(-c3c(C)cc(O)c(C)c3C)cc2O)c(C)c1C
  49 | 47 | 46 | 50 | 69 | 58 | 96 | 45
Cc1noc2c(Cc3ccc([N+](=O)[O-])cc3)nn(CC(=O)N/N=C/c3ccc(Cl)cc3)c(=O)c12
  4.4* | 53 | 56 | 73 | 76 | 89 | 5.4* | 98
O=C(O)CSC(SCC(=O)O)c1ccccc1
  106 | 105 | 105 | 98 | 105 | 106 | 108 | 117
O=C(O)c1ccc(NC(=O)C(Cl)(Cl)Cl)cc1O
  95 | 93 | 100 | 95 | 105 | 98 | 93 | 103
O=C(CN1C(=O)NC(c2ccccc2)(c2ccccc2)C1=O)c1ccc(N2CCCC2)cc1
  113 | 50 | 66 | 29 | -4.2* | / | / | 71
Cc1ccc2c(Cn3cc(CSc4nc5cc(Cl)ccc5o4)nn3)cc(=O)oc2c1
  109 | 101 | 99 | 96 | 107 | 99 | 94 | 100
Cc1cccc(CN(C)C)c1CC(O)(c1ccccc1)c1ccccc1
  64 | 91 | 108 | 91 | 115 | 88 | 82 | 90
N=C1CCCS1
  101 | 97 | 67 | 128 | 85 | 104 | 95 | 82
S=c1oc(-c2cc(Cl)cc(Cl)c2Cl)nn1CN1CCOCC1
  103 | 101 | 121 | 78 | 108 | / | / | 95
O=C(CC(NC(=O)OCc1ccccc1)C(=O)OCc1ccccc1)OCc1ccccc1 (centres undefined)
  123 | 102 | 112 | 112 | 102 | 99 | 112 | 115
CCCCCCCCCCCCCCCCCCOc1cccc(CC(=O)OCC[N+]2(C)CCCCC2)c1
  90 | 89 | 100 | 69 | 94 | 87 | / | 98
COC1OCC(O)C(OC(=O)c2ccccc2)C1OC(=O)c1ccccc1 (centres undefined)
  87 | 110 | 110 | 86 | 106 | 89 | 110 | 93
CCCCCCC(C)NCC(C)(C)O (centres undefined)
  99 | 102 | 113 | 114 | 108 | 125 | 104 | 121
FC(F)(F)C(Cl)Br (centres undefined)
  126 | 100 | 102 | 111 | 99 | 90 | 109 | 101
Oc1cccc(NC(c2ccc(OC(F)F)c(OCC3CC3)c2)c2nnnn2C2CCCCC2)c1 (centres undefined)
  89 | 81 | 104 | 86 | 104 | 99 | 101 | 86
CCOC(=O)/C=C(/C)N(C)C
  104 | 97 | 109 | 99 | 121 | 89 | 114 | 87
O=C1CCCN1C1CCN(Cc2ccccc2)CCO1 (centres undefined)
  102 | / | 104 | 102 | 99 | / | 94 | 94
O=C1C(Cl)=C(N2CCOCC2)C(=O)N1Cc1ccc(Cl)cc1
  101 | 95 | 100 | 104 | 111 | 100 | 116 | 96
C=CNC(=S)N/C=C(\C#N)S(=O)(=O)c1ccc(C)cc1
  96 | 93 | 99 | 100 | 106 | 89 | 107 | 99
Nc1nc(-c2ccc(F)cc2)cc(-c2cc(-c3ccc(F)cc3)nc(N)n2)n1
  105 | 97 | 116 | 110 | 109 | 96 | 97 | 108
Cn1c(=O)c2c(nc(NCCNc3ccc(S(=O)(=O)Nc4ncccn4)cc3)n2Cc2ccccc2)n(C)c1=O
  88 | 91 | 91 | 99 | 98 | 93 | 80 | 103
COc1cccc(\C=N/N=C(N)/C(N)=N\N=C/c2cccc(OC)c2O)c1O
  109 | 103 | 101 | 93 | 102 | / | 99 | 104

Copied from the list.
`Oc1cccc(NC(c2ccc(OC(F)F)c(OCC3CC3)c2)c2nnnn2C2CCCCC2)c1` (centres undefined) @ MDA-MB-468 = 101
`O=C1C(Cl)=C(N2CCOCC2)C(=O)N1Cc1ccc(Cl)cc1` @ SR = 100
`CCCCCCCCCCCCCCCCCCOc1cccc(CC(=O)OCC[N+]2(C)CCCCC2)c1` @ BT-549 = 100
`COc1cccc(\C=N/N=C(N)/C(N)=N\N=C/c2cccc(OC)c2O)c1O` @ K-562 = 93
`CCCCCCC(C)NCC(C)(C)O` (centres undefined) @ BT-549 = 113
`CCOC(=O)/C=C(/C)N(C)C` @ MDA-MB-468 = 114

Single records (already shown):
CCCCCCCCCCCCCCCCCCOc1cccc(CC(=O)OCC[N+]2(C)CCCCC2)c1 is listed with MDA-MB-231: 90; MCF7: 89; BT-549: 100; K-562: 69; MDA-MB-435: 94; SR: 87; MDA-MB-468: /; MOLT-4: 98
Cn1c(=O)c2c(nc(NCCNc3ccc(S(=O)(=O)Nc4ncccn4)cc3)n2Cc2ccccc2)n(C)c1=O is listed with MDA-MB-231: 88; MCF7: 91; BT-549: 91; K-562: 99; MDA-MB-435: 98; SR: 93; MDA-MB-468: 80; MOLT-4: 103
